# C8 TRAIL sens: viability loss with TRAIL in NB7+C8 cells, primary screen, TRAIL sensitizer project, cell-based, ATPlite luminescence; inhibition (viability loss, TRAIL sensitization), % at 10 µM; actives 1% (n = 360,000); AID 624354, 2012;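 active means compounds causing at least 50% loss of cell viability in the single-dose screen, relative to plate controls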
# NCOA1 inh: SRC1 coactivator transcriptional activity inhibitors, primary screen, cell-based, luminescence; HEK293 GAL4-SRC1 luciferase reporter; Nuclear receptor coactivator 1 (Homo sapiens), Q15788; inhibition, % at 3.6 µM; actives 0.12% (n = 360,000);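 active means inhibition above the campaign mean plus 3 SD, with each screening campaign given its own cutoff, cut at about 60% in these data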;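 further: 0% = DMSO treated cells and 100% = gossypol at 36 µM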
# TWEAK-Fn14 inh: inhibitors of TWEAK-Fn14 signaling, primary screen, luciferase reporter cells, uHTS; inhibition, % at 10 µM; actives 2% (n = 360,000); TWEAK-stimulated Fn14 reporter cells, luciferase luminescence, 8 h; in the data active means inhibition above about 50%
# LMP1 NFkB inh: EBV LMP1-driven NF-kappaB luciferase reporter inhibitors, primary screen, cell-based, luminescence, single point. LMP1-induced NF-kappaB luciferase reporter cells. inhibition, % at 12.5 µM. actives 0.69% (n = 350,000). AID 504558, 2011; in the data active means inhibition above about 41%;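 further: 0% = neutral control wells and 100% = reference inhibitor control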
# TLR9-MyD88 block: inhibitors of TLR9-MyD88 association in cells, primary screen, cell-based, CHO, BLA complementation, fluorescence | Toll-like receptor 9 (Homo sapiens) + Myeloid differentiation primary response protein … | CCF4 FRET ratio | inhibition, % at 4.98 µM | actives 0.21% (n = 340,000) | AID 504734, 2011;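 active means inhibition above the mean over all tested compounds plus 3 SD, cut at about 21% in these data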;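 further: 0% = DMSO only wells and 100% = clavulanate BLA inhibitor control wells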
# SRC2 inh: inhibition of GAL4-SRC2 driven luciferase reporter, primary screen, SRC2 inhibitor project, cell-based, luminescence; HEK293 GAL4-SRC2 luciferase reporter; inhibition, % at 9 µM; actives 0.17% (n = 370,000);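 active means inhibition above the mean inhibition of all tested compounds plus 3 SD, set per campaign, cut at about 52% in these data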;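 further: 0% = DMSO treated cells and 100% = cells given Gossypol at 36 µM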
# COUP-TFII inh: NR2F2 transcriptional activity inhibitors, primary screen, cell-based, luciferase reporter, HEK293T, luminescence; HEK293T NGFI-A luciferase reporter; actives 0.7% (n = 370,000); inhibition, % at 8.6 µM;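 active means inhibition above a per-plate cutoff, mean inhibition of test wells between control levels plus 3 SD, cut at about 38% in these data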;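 further: cells cotransfected with COUP-TFII expression vector driving the NGFI-A reporter; 0% = median of COUP-TF2 test wells and 100% = reporter-only cells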
# Target sequence (P24468 whole entry, looked up): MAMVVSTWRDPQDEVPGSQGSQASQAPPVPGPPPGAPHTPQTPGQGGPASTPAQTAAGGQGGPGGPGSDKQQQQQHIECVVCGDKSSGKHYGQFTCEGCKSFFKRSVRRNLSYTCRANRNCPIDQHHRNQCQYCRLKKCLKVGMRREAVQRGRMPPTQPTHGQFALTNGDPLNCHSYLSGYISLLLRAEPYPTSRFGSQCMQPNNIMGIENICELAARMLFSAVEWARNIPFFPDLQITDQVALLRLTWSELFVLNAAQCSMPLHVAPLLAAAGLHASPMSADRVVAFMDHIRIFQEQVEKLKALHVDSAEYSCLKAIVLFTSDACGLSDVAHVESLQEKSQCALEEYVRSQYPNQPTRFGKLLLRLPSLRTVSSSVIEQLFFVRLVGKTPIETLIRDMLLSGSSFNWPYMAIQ
# TROY NFkB inh: inhibitors of TROY-driven NF-kB signaling, primary screen, Q293 LMP1-TROYcd cells, NF-kB luciferase, uHTS; inhibition, % at 10 µM; AID 1347056, 2019; actives 0.98% (n = 360,000); Q293 LMP1-TROYcd NF-kB luciferase reporter, 4 h;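 active means compounds whose plate-normalised and pattern-corrected inhibition of the luciferase reporter signal at the single screening dose is 50% or more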
# NOD2 RIPK2 PPI: NOD2-RIPK2 binding disruptors in cells, primary screen, fluorescence, CHO cells, BLA complementation | Receptor-interacting serine/threonine-protein kinase 2 (Homo sapiens), O43353 | CCF4 ratio | inhibition, % at 4.98 µM | actives 0.38% (n = 360,000); in the data active means inhibition above about 21%;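 further: 0% = vehicle only and 100% = reference blocker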
# SRC3 inh: SRC3 coactivator transcriptional activity inhibitors, primary screen, cell-based, luminescence; HEK293 GAL4-SRC3 luciferase reporter; AID 588352, 2011; actives 0.17% (n = 360,000); inhibition, % at 3.6 µM;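 active means inhibition above a per-campaign cutoff, the mean of all compounds plus 3 SD, cut at about 60% in these data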;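 further: 0% = DMSO-treated cells and 100% = gossypol-treated cells at 36 µM; higher means less SRC3-driven luciferase light from the GAL4 reporter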
# NR5A2 inv ag: LRH-1 (NR5A2) inverse agonists, primary screen, cell-based, luminescence, HEK293T, StAR-luciferase reporter. inhibition, % at 3.6 µM. AID 602396, 2012. Nuclear receptor subfamily 5 group A member 2 (Homo sapiens), O00482. actives 0.13% (n = 360,000). LRH-1 transfected, 24 h;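 active means inhibition above the mean inhibition of all tested compounds plus 3 SD, cut at about 73% in these data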;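 further: 0% = DMSO wells and 100% = reporter-only cells lacking LRH-1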
# Target sequence (O00482 whole entry, looked up): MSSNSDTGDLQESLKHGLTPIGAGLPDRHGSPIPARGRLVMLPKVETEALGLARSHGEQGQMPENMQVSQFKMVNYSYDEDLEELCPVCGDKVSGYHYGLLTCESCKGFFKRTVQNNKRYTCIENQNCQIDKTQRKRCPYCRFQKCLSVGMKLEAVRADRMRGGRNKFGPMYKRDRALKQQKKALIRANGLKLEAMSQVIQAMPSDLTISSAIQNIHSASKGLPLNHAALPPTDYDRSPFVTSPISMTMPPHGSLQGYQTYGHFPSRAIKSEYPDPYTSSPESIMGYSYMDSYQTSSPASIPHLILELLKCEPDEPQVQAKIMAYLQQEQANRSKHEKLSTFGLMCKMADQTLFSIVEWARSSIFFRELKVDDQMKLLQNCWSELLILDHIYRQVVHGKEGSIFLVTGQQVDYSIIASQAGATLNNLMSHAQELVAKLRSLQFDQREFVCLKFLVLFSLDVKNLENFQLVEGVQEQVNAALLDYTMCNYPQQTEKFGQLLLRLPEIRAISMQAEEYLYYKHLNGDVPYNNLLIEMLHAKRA
# Numbers without * were called inactive; / = no result given.
SMILES,C8 TRAIL sens,NCOA1 inh,TWEAK-Fn14 inh,LMP1 NFkB inh,TLR9-MyD88 block,SRC2 inh,COUP-TFII inh,TROY NFkB inh,NOD2 RIPK2 PPI,SRC3 inh,NR5A2 inv ag
COc1ccc(-c2ccc(CN3C(C(C)C)C(=O)N(Cc4cn(CC5CCCCC5)nn4)CCS3(=O)=O)cc2)cc1 (stereo unspecified),16,-6,12,2,-10,14,-5,20,-6,-4,3
Fc1ccc(-c2nnc(SCc3ncc(-c4ccccc4)o3)n2CC2CCCO2)cc1 (stereo unspecified),-4,-8,-4,-16,-2,3,-7,-5,-1,12,2
COc1ccc(N2CCN(C(=O)CCS(=O)(=O)c3ccc(OC)cc3)CC2)cc1,6,4,9,-3,-2,6,12,20,-4,-2,10
CCOc1ccc(S(=O)(=O)NCCc2cn3ccccc3n2)cc1,-36,22,5,/,6,-2,0,-6,0,7,12
Cc1ccc(CNC(=O)CC(C)S(=O)(=O)c2cc3c(cc2C)NC(=O)CO3)cc1 (stereo unspecified),-11,13,-8,-6,-6,-11,4,-15,7,18,18
CCCN1C(=O)C(NC(C)=O)c2cc(OC)ccc21 (stereo unspecified),-4,-3,18,7,8,-14,-1,11,-10,2,1
Nc1ccc(C23CC4CC(CC(CO)(C4)C2)C3)cc1,-7,-1,16,-8,-10,-39,8,28,3,10,-7
Cc1cc(NC(=O)CSc2nnc(C(C)N(C)C)n2Cc2ccccc2)no1 (stereo unspecified),19,-5,6,-7,-5,-19,4,9,2,-3,-2
O=C(Nc1ccc(NC(=O)C23CC4CC(CC(C4)C2)C3)cn1)c1ccco1,19,-94,9,-69,0,-41,-40,36,9,-57,-132
COc1ccc(-c2csc(N3CCC(c4ccccc4)C3)n2)cc1 (stereo unspecified),10,-3,11,-13,-3,-14,-18,-51,1,-5,14
CC1(C(=O)NCc2ccccc2)CN(S(C)(=O)=O)CC(=O)N1CCc1ccc(O)cc1 (stereo unspecified),1,/,/,/,/,-68,-1,/,1,/,-14
O=C(C1CCCN(S(=O)(=O)c2cccnc2)C1)N1CCn2c1nc1ccccc12 (stereo unspecified),-4,13,-9,-4,4,-20,3,-16,-3,25,1
Cc1ccc(N(CC(=O)NC2CCCC2)C(=O)CNC(=O)c2cccs2)c(C)c1,-6,12,-7,-1,-10,-5,-23,9,2,0,-11
O=S(=O)(c1cccc2cccc(Cl)c12)N1CCCC1,-2,-12,-3,-4,-1,4,7,8,1,14,-9
Cc1nn(CCCNC(=O)C2CCCO2)cc1Br (stereo unspecified),-9,1,-4,-2,-4,-22,-5,6,-4,-4,-8
COc1ccccc1NC(=S)NC(NC(C)=O)C(Cl)(Cl)Cl (stereo unspecified),10,4,16,-5,-3,-19,12,2,6,11,-4
C=CCn1c(SCC(=O)Nc2c(C)nn(Cc3ccccc3)c2C)nnc1C(O)c1ccccc1 (stereo unspecified),8,1,-3,2,4,-2,-1,-20,6,-4,-10
CC(O)(c1ccc(F)c(F)c1)c1nc(-c2cccc(C(F)(F)F)c2)cs1 (stereo unspecified),6,4,13,/,/,-4,-8,10,0,-6,3
COc1ccc(CC(=O)Nc2nnc(C(C)C)s2)cc1OC,-19,-11,-1,0,1,-46,8,4,-12,-2,2
COC(=O)c1c(NC(=O)CN2CCN(c3ccccc3Cl)CC2)sc(C)c1C,1,-4,10,-3,-9,-1,-1,9,-4,15,9

# 2 records picked at random from the list so far:
SMILES,C8 TRAIL sens,NCOA1 inh,TWEAK-Fn14 inh,LMP1 NFkB inh,TLR9-MyD88 block,SRC2 inh,COUP-TFII inh,TROY NFkB inh,NOD2 RIPK2 PPI,SRC3 inh,NR5A2 inv ag
Cc1ccc(CNC(=O)CC(C)S(=O)(=O)c2cc3c(cc2C)NC(=O)CO3)cc1 (stereo unspecified),-11,13,-8,-6,-6,-11,4,-15,7,18,18
Cc1nn(CCCNC(=O)C2CCCO2)cc1Br (stereo unspecified),-9,1,-4,-2,-4,-22,-5,6,-4,-4,-8

# Next part
SMILES,C8 TRAIL sens,NCOA1 inh,TWEAK-Fn14 inh,LMP1 NFkB inh,TLR9-MyD88 block,SRC2 inh,COUP-TFII inh,TROY NFkB inh,NOD2 RIPK2 PPI,SRC3 inh,NR5A2 inv ag
COc1ccc(NC(=O)Nc2ccc3c(c2)C(=O)N([C@H](C)CO)C[C@H](C)[C@@H](CN(C)S(=O)(=O)c2ccccc2)O3)cc1,3,-8,4,5,-3,1,2,5,0,-23,3
CCN(CC(=O)NC)S(=O)(=O)c1ccc(Br)cc1,1,-1,3,-9,-8,-4,-2,12,5,12,3
CCOC(=O)Nc1nc(C)c(C(=O)N(C)C)s1,-1,11,-6,31,2,-35,-13,11,-1,-18,-3
Cc1cc(C)cc(OCC(=O)N(Cc2ccc(N(C)C)cc2)C2CCS(=O)(=O)C2)c1 (stereo unspecified),-6,-9,-17,3,-1,1,23,4,1,11,8
CCN(CC)C(=O)C1=C(C)N(Cc2ccc(F)cc2)C(=O)C(CC(=O)NCc2cccs2)C1 (stereo unspecified),4,-14,19,-6,-10,-8,8,-13,-2,-4,-4
COc1cc2cc(C)nc(Cc3cccc4ccccc34)c2cc1OC,13,1,-40,10,0,-25,-23,17,-5,-10,8
COc1ccc(CCC(=O)OCC(=O)c2c(N)n(CC(C)C)c(=O)n(C)c2=O)cc1,10,-12,1,9,-5,12,15,35,-3,16,7
CCN(CC)c1nc(-c2ccccc2)cc(C(F)(F)F)c1C#N,1,7,4,9,-1,0,-1,1,-11,12,-2
Cc1cccc(N2CCN(C(=O)CCn3c(=O)[nH]c4ccsc4c3=O)CC2C)c1 (stereo unspecified),4,3,10,4,-4,2,18,14,4,-24,1
CN1CCN(NC(=S)NC2CCCC2)CC1,18,-10,-7,-12,3,2,3,-16,-3,2,-19
C/C(=N\NC(=O)Cn1nc(C)c([N+](=O)[O-])c1C)c1ccc(Cl)s1,-5,11,-3,-2,2,16,5,-22,-3,4,6
Cc1ccc(C)c(OCCC(=O)Nc2cccc(S(=O)(=O)N3CCCCC3)c2)c1,4,6,28,-10,3,31,-11,30,5,5,-14
N#Cc1ccc(/C=N/N=C(N)N)cc1,-9,-7,4,-5,5,4,-4,9,0,-4,0
COC(=O)c1ccc(C2c3[nH]c4ccccc4c3C[C@H]3C(=O)N(C4CCN(Cc5ccccc5)CC4)CC(=O)N23)cc1 (stereo partly specified),-6,8,16,4,-3,3,11,8,3,0,-2
CCOC(=O)c1ccc(NC(=O)Nc2ccc3c4c(cccc24)C(=O)N3CC)cc1,22,2,-49,8,-10,8,-17,-7,4,-14,10
CCCc1nc2sc3c(c2c(=O)n1NC(=O)CCC(=O)OC)CCCC3,16,-1,1,9,-7,-24,-26,-2,11,6,11
CC(/C=N/n1c(-c2ccco2)n[nH]c1=S)=C\c1ccco1,5,-1,17,1,9,-10,11,-5,-5,1,5
COC(=O)c1cc(S(=O)(=O)NCC2CCN(CCc3ccc(OC)cc3)CC2)cn1C,0,5,-10,-2,6,-40,6,-5,2,-7,-4
Cc1cc(C)c(O)c(-c2cc(C(=O)NCc3ccccc3)[nH]n2)c1,-8,7,17,6,9,17,6,19,1,-6,9
Cc1ccc(CN2CCN(/N=C/c3ccc(C)s3)CC2)cc1,0,-5,-11,0,-10,1,5,0,-6,-9,17
CC1CCCCN1C(=O)c1ccc(C(=O)N2CCCCC2C)cc1 (stereo unspecified),-8,-9,14,-1,-4,-21,18,-3,2,16,1
COC(=O)c1ccc(C(NC(=O)OCc2ccccc2)/C(C)=C/[C@@H](C)C(=O)NCc2ccc(-c3ccccc3)cc2)cc1 (stereo partly specified),11,-13,-24,-3,2,/,/,-12,-5,-11,-4
Cc1cc(NC(=O)CCN2CCN(Cc3ccccc3)CC2)ccc1Br,17,-4,-29,3,-14,1,-7,4,0,-2,13
COC(=O)Cn1ncc(N(C)Cc2ccccc2)c(Cl)c1=O,10,-84,-3,-12,0,-23,-10,-22,-9,-70,-78
COC(=O)CCC(=O)OC1(C)C(=O)C2=CN(Cc3ccc(OC)cc3)C(c3ccc(OC)cc3)=CC2=C(Br)C1=O (stereo unspecified),-9,1,-7,-2,-3,-8,-5,-1,-7,-12,-3
COC(=O)/C=C1\SC(=NC(=O)c2ccc(C)cc2)NC1=O,1,-2,4,0,10,9,6,-10,-3,12,-4
CCOC(=O)C(Cc1ccccc1)NC(C)=O (stereo unspecified),-10,9,8,1,-1,-19,14,13,2,5,-7
CC(=O)CC1N(S(=O)(=O)c2ccc(C)cc2)c2ccccc2N1S(=O)(=O)c1ccc(C)cc1,8,/,/,/,/,27,3,/,-9,/,-25
COc1ccc(/C=C(\C#N)C(=O)Nc2cccnc2)cc1,-9,-9,17,-1,4,-21,-15,-49,0,13,-6
COc1ccccc1NC(=O)NCc1nc(-c2ccc(C(F)(F)F)cc2)no1,-9,4,-4,4,/,-22,2,-8,-2,18,-13
CCCCCCC(=O)Nc1nc(C)c(-c2csc(Nc3cc(OC)ccc3OC)n2)s1,19,3,-24,-9,-14,0,1,-14,-8,16,-11
O=C(NCCN1CCOCC1)c1cccc(S(=O)(=O)N(Cc2ccccc2)c2ccccc2)c1,1,-14,11,-6,1,-23,11,4,-4,-1,3
Cc1cc2cc(CNC(=O)c3ccc(S(=O)(=O)N4CCOCC4)cc3)ccc2[nH]1,0,11,0,4,-2,-41,5,6,2,-11,5
COC(=O)[C@H](CCSC)NC(=O)Nc1ccc(OC)cc1OC,-4,11,-1,-3,0,-8,11,-7,-4,13,7
CC1CCN(C(=O)CCC(=O)Nc2nnc(C(F)(F)F)s2)CC1,-1,12,-1,-2,-2,/,/,5,-5,5,-11
CCOc1ccc(C2C(C#N)=C(N)Oc3cc(C)oc(=O)c32)cc1 (stereo unspecified),-2,13,11,-5,-3,2,-4,8,-3,16,-5
OC(c1ccc2c(c1)OCO2)c1ncc(-c2ccccc2)[nH]1 (stereo unspecified),1,-15,-14,/,/,1,15,-43,-8,-14,-45
CCOC(=O)C(NC(=O)c1ccccc1)=C(C)C,2,-2,4,0,-7,-2,-11,-6,-8,7,3
CCN(CC(=O)Nc1ccc(NC(C)=O)cc1)C(=O)/C=C/c1ccccc1,13,6,14,-6,-1,-6,5,9,-6,23,16
Cc1c(Cl)cccc1NC(=O)C1Cc2ccccc2CN1C(=O)c1ccccc1 (stereo unspecified),3,-14,-9,1,7,-16,4,-26,1,-19,-12
O=C(COc1ccc(C(=O)c2ccccc2)cc1)Nc1cccnc1,10,-1,35,30,-1,19,66*,31,-16,4,38
COc1ccc(S(=O)(=O)NC(C)C(=O)N2CCCCCC2)cc1 (stereo unspecified),-1,3,13,3,-2,-24,11,12,-3,7,-3
Cc1nn(C(C)(C)C)c(OC(=O)c2ccc(Br)o2)c1Sc1ccccc1,-20,20,13,7,4,-12,-2,10,-8,4,-2

# High-throughput results deposited in PubChem by several laboratories.

# The list is partial; the hit share may differ from the screen's.
